# USP1 inh: inhibitors of human USP1/UAF1 deubiquitinase; Potency, µM (doses to about 57.1 µM), inactives show top-dose activity change, negative = inhibition, most hits filed as inhibitors; O94782; recombinant USP1/UAF1, Ub-Rhodamine cleavage fluorescence; actives 0.23% (n = 390,000); AID 743255; note: potency is the fitted concentration of half-maximal effect; % is set by controls: 0 for no effect and ±100 for the full control effect; nearly all actives have a fitted effect of over 60% in size; inactives centre near -12
# Target sequence (O94782 whole entry, looked up): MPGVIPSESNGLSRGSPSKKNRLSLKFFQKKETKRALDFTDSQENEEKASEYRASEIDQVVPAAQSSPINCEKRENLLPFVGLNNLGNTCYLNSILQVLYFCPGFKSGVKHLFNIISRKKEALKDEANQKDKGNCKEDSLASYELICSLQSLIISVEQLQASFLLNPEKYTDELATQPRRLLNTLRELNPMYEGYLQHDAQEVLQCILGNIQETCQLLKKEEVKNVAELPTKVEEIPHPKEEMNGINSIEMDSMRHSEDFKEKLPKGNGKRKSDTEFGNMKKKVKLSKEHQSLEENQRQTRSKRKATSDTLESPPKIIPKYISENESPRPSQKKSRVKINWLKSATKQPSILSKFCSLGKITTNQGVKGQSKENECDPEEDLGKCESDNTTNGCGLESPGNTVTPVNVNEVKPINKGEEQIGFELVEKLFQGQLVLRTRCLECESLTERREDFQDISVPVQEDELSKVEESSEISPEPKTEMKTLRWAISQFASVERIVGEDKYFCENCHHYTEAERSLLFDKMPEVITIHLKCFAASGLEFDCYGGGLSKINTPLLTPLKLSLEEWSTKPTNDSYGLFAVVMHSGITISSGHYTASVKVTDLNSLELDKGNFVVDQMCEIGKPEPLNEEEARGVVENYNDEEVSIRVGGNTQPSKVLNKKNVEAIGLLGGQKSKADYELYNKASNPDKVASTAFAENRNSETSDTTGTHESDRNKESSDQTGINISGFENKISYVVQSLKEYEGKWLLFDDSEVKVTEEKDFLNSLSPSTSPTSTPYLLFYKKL
#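 High-throughput fluorogenic screen: 1nM USP1/UAF1 complex, Ub-Rho substrate 150nM final, 50mM HEPES pH 7.8 with 0.5mM EDTA, 0.1 mg/ml BSA, 1mM TCEP and 0.01% Tween-20.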
# TrxR1 substrate: rat thioredoxin reductase 1 substrate activity; O89049; purified TrxR1 substrate turnover, NADPH consumption readout; AID 588456; actives 0.01% (n = 390,000); Potency, µM (doses to about 114 µM), for inactives: at the top dose activity change, negative = substrate turnover; note: potency is the fitted concentration of half-maximal effect; % is set by controls: 0 for no effect and ±100 for the full control effect; nearly all actives have a fitted effect of over 50% in size
#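 Rat TrxR1, dispensed at 90 nM, was prereduced with 400 uM NADPH (final) for 5 min at ~22 deg C, then incubated with compound 15 min before 400 uM selenite. A first-read NADPH fluorescence drop versus no-compound background flagged substrates.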
# D2 antag: antagonizes the human D2 dopamine receptor; P14416; HEK293 TREx D2 cells, calcium flux, dopamine EC80; inhibition, % at 10 µM; actives 2% (n = 340,000); AID 485344; in the data active = inhibition above about 30%; note: 0% is about no effect
#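 Calcium flux kinetic readout in an inducible HEK293 TREx D2 line plated overnight at 30 C. After 180 s compound exposure, an EC80 dopamine challenge follows with another 180 s kinetic read to detect antagonism.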
# PI4K2A inh: inhibitors of human PI4K2A; purified PI4K2A, ADP-Glo luminescence, 1 h; active compounds read low; actives 0.13% (n = 420,000); AID 1346378; activity change, negative = inhibition, % at 76.9 µM; in the data active = activity change below about -50%; inconclusive = mostly about -30% to -49%;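 note: -100% = wells without enzyme as full effect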
#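 Compounds are screened against recombinant PI4K2A using PI as substrate and ATP, the latter dispensed at 300 microM. Reactions run one hour at ambient temperature before ADP-Glo detection; full inhibition defined by wells lacking enzyme.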
# mIDH1 inhibitor: human IDH1 R132H inhibition | IDH1-R132H enzyme, NADPH consumption, diaphorase/resazurin fluorescence | actives 0.093% (n = 390,000) | Potency, µM (top dose mostly 76.6 µM), inactives show top-dose activity change, negative = inhibition, usual class: inhibitors | AID 602179; note: potency is the fitted concentration of half-maximal effect; % is set by controls: 0 for no effect and ±100 for the full control effect; nearly all actives have a fitted effect of over 65% in size
#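 IDH1-R132H (0.5 ug/mL) preincubated 30 min with compound, then NADPH (0.016 mM) and alpha-KG (2 mM) added; 80 min at RT, pH 7.5. Remaining NADPH coupled via diaphorase/resazurin to fluorescence (540/590 nm); concentration-response curves normalized to no-enzyme control.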
# TRHR agonist: TRH receptor (human) agonism; TRHR cells, calcium flux fluo-8, FDSS agonist mode; activation, % at 2 µM; actives 0.18% (n = 360,000); AID 493084; in the data active = activation above about 30%; note: 0% is about no effect
#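 TRHR-expressing cells, plated overnight in medium with 10% serum, were loaded with fluo-8 calcium dye at room temperature. After a 10 s baseline, library compound was pin-added and calcium release was recorded kinetically (ex 480/em 530) as agonist response.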
# TRHR enhancer: allosterically enhances the human TRH receptor | P34981 | TRHR cells, fluo-8 calcium fluorescence, EC20 TRH enhancement | enhancement, % at 2 µM | actives 0.66% (n = 360,000) | AID 493056; in the data active = enhancement above about 30%; note: 0% is about no effect
#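 TRHR-expressing cells loaded with fluo-8 calcium dye were read kinetically (ex 480/em 530) during compound addition, then stimulated with an EC20 of TRH (10 nM final). Enhancement of the Gq-mediated intracellular calcium response was scored.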
# D2 agonist: D2 dopamine receptor (human) agonism | HEK293 T-REx D2 cells, calcium flux agonist mode | activation, % at 2 µM | actives 0.53% (n = 340,000) | AID 485358;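 active = activation over 3 SD above normal in the single-dose calcium agonist read, cut at about 30% in these data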; note: 0% is about no effect
#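 Tetracycline-induced HEK293 Trex cells with D2 receptor force-coupled to calcium signaling, plated overnight at 30 C and loaded with no-wash calcium dye. Calcium flux read kinetically for 180 s after compound addition; responses flag agonists.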
# TrxR1 inh: blocks rat thioredoxin reductase 1 | O89049 | recombinant rTrxR1, NADPH fluorescence consumption, selenite substrate | AID 588453 | actives 1% (n = 390,000) | Potency, µM (top dose mostly 114 µM), inactives show at the highest dose activity change, negative = inhibition, actives largely listed as inhibitors; note: potency is the fitted concentration of half-maximal effect; % is set by controls: 0 for no effect and ±100 for the full control effect; nearly all actives have a fitted effect of over 65% in size
#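 Rat TrxR1 (90 nM in the dispensed reagent) was pre-reduced with 400 uM NADPH for 5 min at room temperature, then incubated with compound for 15 min. After 400 uM selenite was added, NADPH fluorescence (Ex 340/Em 450 nm) was followed for 8 min.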
# * marks the source's active call; other numbers are inactive results; ? = inconclusive; nt = not tested or not shown; [ ] = dose if it differs, or a comment. Unless noted, calls come from the whole dose curve; as a rule, active = well fitted inhibition curve with a large enough effect; inconclusive = small, poorly fitted or top-dose-only effect; inactive = no such curve, though single readings can be large or run the other way.
cpd	SMILES	USP1 inh	TrxR1 substrate	D2 antag	PI4K2A inh	mIDH1 inhibitor
1	Cc1ccc(C)c(NC(=O)c2ccc(N(C)S(C)(=O)=O)cc2)c1	0%	3%	-9	-7	4%
2	Cc1nc2sc(C)c(C)c2c(=O)o1	-14%	-3%	-15	-6	12%
3	O=C(Nc1ccc(Cl)c([N+](=O)[O-])c1)c1ccncc1	-13%	3%	-4	2	8%
4	O=C(CCC1CCCCC1)NCCN1C2=NC[C@H](Cc3ccc(O)cc3)N2C[C@H]1Cc1ccc(O)cc1	-28%	-2%	12	4	6%
5	CCOC(=O)c1cccc(NC(=O)COc2nsnc2N2CCOCC2)c1	-5%	3%[57.1 µM]	-22	5	-1%
6	Cc1cc(C)c(C(=O)C(C)OC(=O)C2=COCCO2)cc1C (stereo unspecified)	-4%	-3%	4	-2	8%
7	CCCc1nnc(NC(=O)CCC(=O)N2CCCCC2)s1	-23%	6%	-2	4	9%
8	Cc1cc(C)c(NC(=O)C2CCCN2CCOC(=O)c2ccccc2)c(C)c1 (stereo unspecified)	-21%	0%	-13	10	10%

cpd	TRHR agonist	TRHR enhancer	D2 agonist	TrxR1 inh
1	0.0	-1	0.1	13%
2	0.1	2	0.1	-4%
3	1.3	24	0.1	0%
4	-0.6	-1	0.4	-2%
5	-1.4	1	-0.3	10%[57.1 µM]
6	-0.2	-4	-2.3	-11%
7	1.0	1	0.3	18%
8	0.3	-6	3.5	16%

# (continued)
cpd	SMILES	USP1 inh	TrxR1 substrate	D2 antag	PI4K2A inh	mIDH1 inhibitor
9	Cc1ccc(O)c(CO)n1	-4%	19%	-9	1	1%
10	CC1CCC(NC(=O)COC(=O)CCC(=O)c2ccc(Cl)s2)CC1 (stereo unspecified)	-13%	-5%	8	10	4%
11	COc1cc2c(cc1OC)CN(C(=O)CCc1c[nH]c3ccccc13)[C@H](C(=O)O)C2	-22%	-2%	3	2	1%
12	COCCNC(=O)CSc1ccccc1C(=O)O	-3%	4%[57.1 µM]	16	2	11%
13	COc1cc([N+](=O)[O-])cc(CN2CCCCC2)c1O	-5%	-6%	3	9	7%
14	CN1C[C@@H]2C[C@@H](C3=Cc4cc(Cl)ccc4OC3)N3CCC[C@@]23C1=O	-10%	-14%[57.1 µM]	1	2	4%
15	CCc1c(O)nc(SCc2ccc(F)cc2)[nH]c1=O	-11%	7%[57.1 µM]	-10	3	5%
16	CC(=O)Nc1ccc(S(=O)(=O)Nc2cccc(N(C)S(C)(=O)=O)c2)cc1	1%	5%[57.1 µM]	-14	1	2%

cpd	TRHR agonist	TRHR enhancer	D2 agonist	TrxR1 inh
9	0.6	1	0.6	14%
10	0.7	-6	-0.5	-9%
11	0.8	-1	0.4	5%
12	0.4	6	1.0	9%[57.1 µM]
13	-0.4	3	-2.0	-6%
14	-2.0	-2	0.0	-58%
15	0.1	-1	-0.5	15%
16	-0.3	15	-1.2	1%[57.1 µM]

# The listing continues:
cpd	SMILES	USP1 inh	TrxR1 substrate	D2 antag	PI4K2A inh	mIDH1 inhibitor
17	CCOC(=O)c1c(CSc2ccccc2)n(C)c2cc(Br)c(OC)c(O)c12	-24%	9%	3	0	1%
18	COc1cccc(-c2cc(C(=O)NN3CCOCC3)c3ccccc3n2)c1	-20%	-7%	-6	7	4%
19	CC/C=C(\NC(C)=O)c1ccccc1	-23%	11%	0	-3	6%
20	Cc1cc(C)c(NC(=O)C2CCCN(S(=O)(=O)c3c(C)noc3C)C2)c(C)c1 (stereo unspecified)	-27%	5%	nt	5	8%
21	COCCn1c(SCC(=O)c2ccccc2)nc2c(c1=O)SCC2	-13%	-7%	nt	0	3%
22	CCOC(=O)N1CCC(Nc2c(Nc3cccc(CC)c3)c(=O)c2=O)CC1	-8%	-13%	3	0	6%
23	CCC(C)[C@@H](C(=O)Nc1ccc(OC)c(OC)c1)N1Cc2ccccc2C1=O (stereo partly specified)	-12%	-7%	-9	1	-12%
24	Cc1cc(C(=O)OCC(=O)NCCCN2CCCC2=O)c2ccccc2n1	-16%	-1%	7	0	2%

cpd	TRHR agonist	TRHR enhancer	D2 agonist	TrxR1 inh
17	0.1	-5	1.6	31%
18	-0.3	13	0.1	-13%
19	0.4	-5	0.7	21%
20	-1.0	16	-0.6	11%
21	-1.5	-3	nt	0%
22	0.1	-1	-1.7	?
23	0.5	1	-0.8	-7%
24	0.6	-3	0.8	-16%

# Later entries
cpd	SMILES	USP1 inh	TrxR1 substrate	D2 antag	PI4K2A inh	mIDH1 inhibitor
25	COc1ccc2c(C)cc(N3CCN(c4ccc(F)cc4)CC3)nc2c1	?	71%[activator]	21	-2	5%
26	CCn1ncc(C2=NOC(C(=O)Nc3cc(OC)c(Cl)cc3OC)C2)c1C (stereo unspecified)	-1%	8%[57.1 µM]	-24	-6	11%
27	CCOCc1nnc(NC(=O)c2cc(Cl)ccc2OC)s1	0%	2%	-2	-2	-1%
28	CCOC(=O)C(NC(=O)Nc1ccc(Cl)cn1)(Oc1ccccc1)C(F)(F)F (stereo unspecified)	0%	7%[57.1 µM]	-1	1	4%
29	CN=Cc1nc(-c2ccccc2)oc1O	-4%	-19%	-16	-4	5%
30	CSC1=NCCN1C(=O)c1ccc(S(=O)(=O)N2CCCCC2)cc1	-19%	8%	13	-4	14%
31	CC(O)CC(C(=O)NNc1ccccc1)C(=O)NNc1ccccc1 (stereo unspecified)	-12%	6%	-36	2	4%
32	COc1ccc(/C(C)=N/NC(=O)CNC(=O)/C=C\c2ccccc2OC)c(OC)c1	-25%	5%	0	-3	-1%

cpd	TRHR agonist	TRHR enhancer	D2 agonist	TrxR1 inh
25	-0.5	0	0.1	72%[activator]
26	-0.3	-5	0.1	11%[57.1 µM]
27	-0.7	5	0.2	1%
28	-0.4	0	-0.8	?
29	0.3	1	1.3	17%[57.1 µM]
30	0.5	-4	0.1	13%
31	-0.2	-3	3.2	15%[11.4 µM]
32	-0.6	4	-1.4	13%

# Next part, starting with the last 4 of the part before.
cpd	SMILES	USP1 inh	TrxR1 substrate	D2 antag	PI4K2A inh	mIDH1 inhibitor
29	CN=Cc1nc(-c2ccccc2)oc1O	-4%	-19%	-16	-4	5%
30	CSC1=NCCN1C(=O)c1ccc(S(=O)(=O)N2CCCCC2)cc1	-19%	8%	13	-4	14%
31	CC(O)CC(C(=O)NNc1ccccc1)C(=O)NNc1ccccc1 (stereo unspecified)	-12%	6%	-36	2	4%
32	COc1ccc(/C(C)=N/NC(=O)CNC(=O)/C=C\c2ccccc2OC)c(OC)c1	-25%	5%	0	-3	-1%
33	CC(Nc1ccnc2cc(Cl)ccc12)c1ccc(S(N)(=O)=O)cc1 (stereo unspecified)	2%	7%[0.0914 µM]	26	2	-2%
34	CSc1ccccc1COC(=O)Nc1ccccc1C	-22%	-4%[57.1 µM]	0	-2	6%
35	CN(C)c1ccc(NC(=O)Nc2ccc3c(c2)nnn3C)cc1	-19%	-9%	-8	0	5%
36	CCOC(=O)C1CCCN(C(=O)C(C)(C)Oc2ccc(Cl)cc2)C1 (stereo unspecified)	-21%	6%[57.1 µM]	3	-2	15%
37	CC(NC(=O)CN1CCN(c2ncccn2)CC1)c1ccc(F)cc1 (stereo unspecified)	0%	17%	16	-7	8%
38	O=[N+]([O-])c1cccc(COc2ccc(CN3CCOCC3)cc2)c1	-10%	-1%	nt	6	5%[38.3 µM]
39	O=C(NCC1CCCO1)c1ccc(CNS(=O)(=O)c2ccc(F)c(Cl)c2)cc1 (stereo unspecified)	-4%	7%[57.1 µM]	-12	-4	8%
40	COc1ccccc1CNS(=O)(=O)c1ccc2c(c1)CCCN2C(C)=O	-15%	5%	-11	2	-2%

cpd	TRHR agonist	TRHR enhancer	D2 agonist	TrxR1 inh
29	0.3	1	1.3	17%[57.1 µM]
30	0.5	-4	0.1	13%
31	-0.2	-3	3.2	15%[11.4 µM]
32	-0.6	4	-1.4	13%
33	-0.5	-6	-0.3	0%[57.1 µM]
34	-0.2	-3	-0.7	10%[57.1 µM]
35	0.0	-5	0.5	3%[57.1 µM]
36	-1.9	-4	-0.1	30%[57.1 µM]
37	0.1	-6	60*	32%
38	nt	nt	nt	14%
39	0.2	-1	5.0	18%[57.1 µM]
40	0.3	0	-0.3	15%

# (listing goes on)
cpd	SMILES	USP1 inh	TrxR1 substrate	D2 antag	PI4K2A inh	mIDH1 inhibitor
41	COc1cc2c(C(=O)N3CCN(c4cccc(C(F)(F)F)c4)CC3)cn(CC(C)C)c(=O)c2cc1OC	2%	0%[57.1 µM]	nt	0	-1%
42	CCOc1ccc(S(=O)(=O)N2CCCCC2)cc1NC(=O)c1cccnc1OCC	-18%	12%	nt	-5	10%
43	CCCc1c(O)nc(SCc2ccccc2)[nH]c1=O	-18%	1%[57.1 µM]	-13	1	-1%
44	CNC(=S)NCCc1c[nH]c2ccc(OC)cc12	-4%	9%[57.1 µM]	6	7	4%
45	COc1ccc(/C=C/C(=O)NC(=S)Nc2ccc(S(=O)(=O)Nc3nccnc3OC)cc2)cc1	-1%	0%[57.1 µM]	-7	0	2%
46	Cc1c(C(=O)N2CCOCC2)sc(NC(=O)Cc2ccccc2)c1C#N	-12%	5%[57.1 µM]	-6	-1	-6%
47	Cc1onc(-c2ccccc2)c1C(=O)n1cccn1	-2%	-2%	2	-3	3%
48	CCOC(=O)C1CCN(C(=O)Cn2cnc3sc(C)c(S(=O)(=O)N4CCCCC4)c3c2=O)CC1	-15%	7%[57.1 µM]	nt	-1	5%

cpd	TRHR agonist	TRHR enhancer	D2 agonist	TrxR1 inh
41	0.0	7	1.5	26%[57.1 µM]
42	nt	nt	nt	26%
43	1.0	5	0.6	10%[57.1 µM]
44	-1.1	0	0.1	1%[57.1 µM]
45	-0.5	-3	-1.3	?
46	0.6	2	0.3	4%[57.1 µM]
47	-1.1	-2	-0.7	-11%
48	-0.9	-1	nt	9%[57.1 µM]
